# Dicer inh: inhibitors of Dicer pre-microRNA processing, primary screen, biochemical, cat-ELCCA, chemiluminescence; AID 1347074, 2019; cat-ELCCA pre-miR-21 Dicer processing; active compounds read high; actives 6% (n = 47,000); Endoribonuclease Dicer (Homo sapiens), Q9UPY3; z-score at 25 µM; in the data active means z-score above about 3, passing the limit was not always enough;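 further: plate controls were vehicle for no effect and no enzyme for full effect; higher signal means more uncleaved substrate so more Dicer inhibition; strong numbers were not always called active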
# Target sequence (Q9UPY3 whole entry, looked up): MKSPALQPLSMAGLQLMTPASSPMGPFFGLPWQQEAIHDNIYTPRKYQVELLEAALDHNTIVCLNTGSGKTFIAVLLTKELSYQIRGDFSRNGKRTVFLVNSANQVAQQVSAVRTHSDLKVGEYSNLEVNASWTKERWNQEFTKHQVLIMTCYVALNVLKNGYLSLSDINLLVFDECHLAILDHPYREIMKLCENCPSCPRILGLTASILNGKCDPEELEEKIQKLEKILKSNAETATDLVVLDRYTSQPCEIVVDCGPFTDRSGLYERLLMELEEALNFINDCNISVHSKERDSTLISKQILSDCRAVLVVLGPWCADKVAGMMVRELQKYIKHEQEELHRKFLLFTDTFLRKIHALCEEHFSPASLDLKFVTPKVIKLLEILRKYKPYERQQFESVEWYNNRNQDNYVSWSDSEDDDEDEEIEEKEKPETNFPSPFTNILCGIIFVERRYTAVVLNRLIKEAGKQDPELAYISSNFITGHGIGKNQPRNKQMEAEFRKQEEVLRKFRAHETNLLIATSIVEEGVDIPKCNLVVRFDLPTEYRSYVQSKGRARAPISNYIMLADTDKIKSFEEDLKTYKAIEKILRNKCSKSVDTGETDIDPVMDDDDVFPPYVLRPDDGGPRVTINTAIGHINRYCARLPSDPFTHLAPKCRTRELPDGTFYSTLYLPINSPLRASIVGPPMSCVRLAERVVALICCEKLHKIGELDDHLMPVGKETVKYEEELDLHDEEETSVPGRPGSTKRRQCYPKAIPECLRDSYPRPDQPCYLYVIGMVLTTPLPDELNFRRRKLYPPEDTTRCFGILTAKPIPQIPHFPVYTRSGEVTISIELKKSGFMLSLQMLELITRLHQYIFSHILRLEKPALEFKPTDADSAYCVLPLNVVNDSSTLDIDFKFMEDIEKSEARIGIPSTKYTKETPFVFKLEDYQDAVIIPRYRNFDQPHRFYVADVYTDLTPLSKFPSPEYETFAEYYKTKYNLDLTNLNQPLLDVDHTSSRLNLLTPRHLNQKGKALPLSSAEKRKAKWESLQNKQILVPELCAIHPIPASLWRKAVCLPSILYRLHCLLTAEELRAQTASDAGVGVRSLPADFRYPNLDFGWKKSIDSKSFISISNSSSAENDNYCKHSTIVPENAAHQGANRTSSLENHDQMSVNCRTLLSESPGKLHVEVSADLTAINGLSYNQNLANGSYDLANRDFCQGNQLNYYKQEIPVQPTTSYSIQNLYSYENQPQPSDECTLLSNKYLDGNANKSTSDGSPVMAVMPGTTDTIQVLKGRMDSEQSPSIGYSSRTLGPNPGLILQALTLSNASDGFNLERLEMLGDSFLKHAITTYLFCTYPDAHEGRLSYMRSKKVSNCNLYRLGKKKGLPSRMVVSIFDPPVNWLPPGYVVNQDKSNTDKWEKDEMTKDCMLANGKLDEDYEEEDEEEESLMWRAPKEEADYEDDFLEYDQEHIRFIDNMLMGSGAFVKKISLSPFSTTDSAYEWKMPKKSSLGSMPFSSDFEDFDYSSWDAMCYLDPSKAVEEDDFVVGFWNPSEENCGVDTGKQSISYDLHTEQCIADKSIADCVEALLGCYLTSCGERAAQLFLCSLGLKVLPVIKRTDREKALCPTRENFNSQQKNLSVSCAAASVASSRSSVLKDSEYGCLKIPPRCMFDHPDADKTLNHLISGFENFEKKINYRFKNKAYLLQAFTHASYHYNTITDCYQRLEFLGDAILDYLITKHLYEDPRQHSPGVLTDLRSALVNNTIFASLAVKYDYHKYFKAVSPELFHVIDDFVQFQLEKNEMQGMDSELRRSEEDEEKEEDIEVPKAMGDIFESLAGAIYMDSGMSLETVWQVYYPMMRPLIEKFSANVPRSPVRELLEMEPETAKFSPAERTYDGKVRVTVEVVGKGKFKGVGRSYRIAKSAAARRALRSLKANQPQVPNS
# An asterisk follows results filed as active. Not all compounds are listed; count on the stated rates, not on these rows.
SMILES,Dicer inh
C[C@H]1O[C@@H](O[C@H]2[C@@H](O)C[C@H](O[C@H]3[C@@H](O)C[C@H](O[C@H]4CC[C@@]5(C)[C@H](CC[C@@H]6[C@@H]5C[C@@H](O)[C@]5(C)[C@@H](C7=CC(=O)OC7)CC[C@]65O)C4)O[C@@H]3C)O[C@@H]2C)C[C@H](O)[C@@H]1O,0.59
CC(C)Oc1cc(C(F)(F)F)nc2ccc(CSc3nc4ccccc4[nH]3)cc12,0.5
Nc1c(C(=O)N/N=C/c2ccccc2)oc2nc(-c3ccc(Cl)cc3)cc(-c3ccccc3)c12,-2.36
CC1=C(C#N)C(c2cccc(F)c2)C2=C(CCCC2=O)N1 (configuration not stated),4.72*
COc1ccc(Br)c(C(=O)NNC(N)=S)c1,0.44
O=C(COc1ccc(Br)cc1)NCc1ccco1,0.3
Nc1ccc(N2CCN(c3ccc(C(F)(F)F)cn3)CC2)nc1,0.44
COc1ccccc1N(CC(O)COc1ccc(Cl)cc1)S(=O)(=O)c1ccccc1 (configuration not stated),0.31
Nc1nc2c(c(=O)[nH]1)C(c1ccc(F)cc1)CC(=O)N2 (configuration not stated),1.73
Fc1cccc(CSc2ncc3ccccn23)c1,2.04
CCOC(=O)C(C(=O)OCC)c1c([N+](=O)[O-])c(=O)n(-c2ccccc2)c2ccccc12,0.22
CCOC(=O)C(=O)/C=C(\O)c1ccc(OC)cc1,1.88
CC(C)C[C@H](NC(=O)C1OC1C(=O)O)C(=O)NCCCCN=C(N)N (some centres not stated),-1.1
Cc1ccc(C2c3c(oc4ccccc4c3=O)C(=O)N2c2nnc(C(C)C)s2)o1 (configuration not stated),-0.61
N[C@@H](Cc1ccc([N+](=O)[O-])cc1)C(=O)O,-0.81
CCOC(=O)NC(=O)c1cn(Nc2ccccc2C(F)(F)F)c(=O)[nH]c1=O,-2.58
c1ccc(-c2ccc(C3Nc4cccc5cccc(c45)N3)cc2)cc1,3.2*
CC(C)S(=O)(=O)c1csc(NC(=O)Nc2cc(C(F)(F)F)cc(C(F)(F)F)c2)c1Cl,1.49
COC(=O)CSc1ccnc2cc(Cl)ccc12,-1.9
O=[N+]([O-])c1ccc(Oc2c(Cl)cc(S(=O)(=O)N3CCOCC3)cc2Cl)cc1,-1.4
CCCOc1ccc(C2c3c(oc4ccc(F)cc4c3=O)C(=O)N2Cc2ccc3c(c2)OCO3)cc1 (configuration not stated),0.95
CC1(C)Cc2c(c(N3CCOCC3)nc3sc4c(NCCCO)nnnc4c23)CO1,0.69
CN(C)/C=N/c1nc(Sc2ccc(C(F)(F)F)cc2[N+](=O)[O-])n[nH]1,-0.54
CCOC(=O)c1c(NC(=O)NS(=O)(=O)c2ccc(C)cc2)sc2c1CCN(C)C2,-1.76
OC(CN1CCC(O)(c2ccc(Cl)cc2)CC1)C(F)(F)F (configuration not stated),-0.46

# More structures:
SMILES,Dicer inh
CC(=O)Nc1cccc(Cl)c1SC(C)C,-0.63
Cc1cccc2c1N(C(=O)c1c(-c3c(Cl)cccc3Cl)noc1C)CCC2,-0.44
CC(C)Oc1cccc(OCC(F)(F)F)c1C#N,-0.44
NC(=O)CSc1nncc2ccccc12,2.03
C[N+](C)(C)CC=O,-1.31
CCOC(=O)c1c(NC(=O)C2Cc3ccc(C)cc3C(=O)O2)sc2c1CCC(C)C2 (configuration not stated),0.15
O=c1nc(-c2sc3ccccc3c2Cl)oc2ccccc12,-1.49
CN(C)c1nc(-c2ccccc2)ns1,-1.4
O=S(=O)(Oc1ccc(Cl)cc1)c1cc(S(=O)(=O)Oc2ccc(Cl)cc2)c(Cl)s1,0.15
Cc1[nH]c2[nH]n(-c3ccccc3)c(=O)c2c(=O)c1Cc1ccc(Cl)cc1,-3.58
CNC(=S)N/N=C/C=C/c1ccccc1,-1.13
O=C1CC(c2ccco2)Cc2c1cnc1[nH]n(-c3ccccc3)c(=O)c21 (configuration not stated),-0.85
C=CCN(c1ccccc1C1=N/C(=C\c2cccc(Cl)c2)C(=O)O1)S(=O)(=O)c1ccc(C)cc1,2.44
O=C(c1cc2n(n1)C(C(F)(F)F)CC(c1ccc(Br)cc1)N2)N1CCCCC1 (configuration not stated),1.16
Cc1nc(-c2ccc(C(N)=O)cc2)ncc1-c1nsc(Nc2ccccc2)n1,0.12
COC(=O)c1cc(C)c(-c2ccc(-c3ccccc3F)cc2)s1,-0.91
CN1CCc2c(sc3c2C(=O)NC(c2c(F)cccc2Cl)N3)C1 (configuration not stated),-0.5
O=C(O)c1cccc2c1-c1ccccc1C2,-0.19
Cc1ccc(NC(=S)C(C#N)C(=O)N2CCC(C)CC2)c(C)c1 (configuration not stated),-0.74
O=C1CSC(c2ccccc2)N1c1ccccc1 (configuration not stated),0.45
CC1=CCCC(C)(C)C1/C=C(\C)C(=O)/C=C/c1cccs1 (configuration not stated),0.51
O=C(c1ccccc1)c1cc2c(cc1Br)OCCCO2,-0.29
O=c1c2ccccc2nc(-c2ccccc2)n1OCc1c(Cl)cccc1Cl,-0.19
c1ccc(-c2cc3c(N4CCN(c5ccccc5)CC4)ncnc3s2)cc1,2.34
N#Cc1cc(NC(=O)c2ccc(F)cc2)c(=O)n2c1[nH]c1ccccc12,0.45

# Arranged by molar mass (highest first): 3 of the compounds above
SMILES,Dicer inh
c1ccc(-c2cc3c(N4CCN(c5ccccc5)CC4)ncnc3s2)cc1,2.34
CN1CCc2c(sc3c2C(=O)NC(c2c(F)cccc2Cl)N3)C1 (configuration not stated),-0.5
O=C1CC(c2ccco2)Cc2c1cnc1[nH]n(-c3ccccc3)c(=O)c21 (configuration not stated),-0.85

# Next part.
SMILES,Dicer inh
CC(Sc1nc2ccccc2n1Cc1ccccc1)C(=O)O (configuration not stated),0.76
CC(C)(C)OC(=O)NCCNC(=S)NC1CCCCCCC1,-0.24
O=S(=O)(c1ccc(Cl)cc1)c1nc(-c2ccccc2Cl)oc1N1CCOCC1,1.08
COc1ccc(N2C(=O)C3C4C(C)=CC(C)(C3C2=O)C2C(=O)N(c3ccc(OC)cc3)C(=O)C42)cc1 (configuration not stated),0.79
Cc1cc(N2CCOCC2)nc(N2CCOCC2)n1,0.53
O=C(Nc1ccc(Oc2ccccc2)cc1)Nc1cccs1,1.46
Cc1nc(-c2ccc(Cl)cc2)c(-c2ccccc2)s1,1.31
CSC(=S)NNC(=O)c1cc(C)[nH]n1,0.31
COC(=O)c1cccc(NC(=O)NC(C)(C)C)c1,-0.6
CCC/C(O)=C(/C=N/c1sccc1C(=O)OC)C(=O)OCC,0.51
Cn1c(=O)c2c(c3ccccc31)OC(=O)CC2c1cccc(Cl)c1 (configuration not stated),-0.43
COc1cc(C2SCCS2)cc(Br)c1OS(=O)(=O)c1cc(C)c(Cl)cc1C,0.4
CC1(C)CC(=O)C2=C(C1)c1c(ccc3ccccc13)NC2c1ccc(N2CCOCC2)cc1 (configuration not stated),0.39
O=C(NCc1ccccc1)Nc1cc(=O)c2ccccc2o1,0.51
CCOC(=O)C1CCCN(C(=O)c2ccc(Cl)cc2Cl)C1 (configuration not stated),-2.11
Cc1ccc(-c2ccc3c4ccccc4c(C(=O)C(F)(F)F)c-3o2)cc1,-0.14
O=C1COCC(=O)N1Cc1csc2ccccc12,-3.3
Cc1ccnc(N(C(=O)Nc2cccc(Cl)c2)C2=NCC(C)S2)c1 (configuration not stated),0.53
CC[n+]1c(/C=C/C=C2/N(C)c3ccccc3C2(C)C)sc2ccccc21,0.57
COC(=O)c1sc(SC)c2c1CC(C)(C)C/C2=N/O,-0.85
O=c1nc(Nc2ccccc2)nc(Nc2ccccc2)[nH]1,0.2
Cc1nn(-c2ccccc2)c(C)c1C(N)=O,-0.02
CN1c2ccsc2-c2nc(SCc3ccc(Cl)cc3)ncc2S1(=O)=O,1.52
O=C(Nc1cc(C(F)(F)F)cc(C(F)(F)F)c1)C(=S)NCc1ccccc1,-0.6
O=C(NCc1ccco1)c1nc2ncccn2n1,0.13

# (listing goes on)
SMILES,Dicer inh
O=S(=O)(NCc1ccccc1)c1cccc(S(=O)(=O)c2ccc(Cl)cc2)c1,0.61
O=C(Cn1cc(C(=O)c2ccco2)c2ccccc21)Nc1ccccc1,-0.62
Cc1ccc(S(=O)(=O)NC(=O)N(C)CCc2ccccn2)cc1,0.38
Cc1ccc(-c2nn(-c3ccccc3)cc2/C=N/n2c(-c3ccncc3)n[nH]c2=S)cc1,1.08
Cc1ccc(C)n1-c1ccc(N2CCOCC2)c([N+](=O)[O-])c1,0.77
Cc1cc2c(cc1C)CSC1(CC(C)(C)CC1C)SC2 (configuration not stated),-1.7
Cc1ccc2c(C)nc(NC3=NCN(Cc4ccco4)CN3)nc2c1,-0.72
Cc1cc(C(F)(F)F)cc(NNC(=O)NC(=O)c2ccc(Cl)cc2)n1,0.61
O=C(Nc1ccc(Oc2c(Cl)cccc2Cl)nc1)c1ccc2c(c1)CCO2,-0.17
N#Cc1c(N2CCOCC2)nnc(-c2ccccc2)c1-c1ccccc1,1.49
O=C(c1ccc(Cl)cc1)n1ccc(-c2ccc(C#Cc3ccccc3)s2)n1,0.18
O=[N+]([O-])c1cn(Cc2ccc(F)cc2)cn1,0.18
Cc1cc(C(F)(F)F)c(C#N)c(=O)[nH]1,0.97
COc1ccc(/C(O)=C2\C(=O)C(=O)N(Cc3cccnc3)C2c2ccc(OC)c(OC)c2)cc1 (configuration not stated),-0.5
CCOC(=O)c1[nH]nc2c1C(=O)N(CC)C2=O,2.89
CCOC(=O)c1sc(S(C)=O)c2c1CC(c1ccccc1)CC2=O (configuration not stated),1.6
O=c1c2ccccc2nc(SCc2c(F)cccc2Cl)n1-c1cccnc1,-1.14
O=C1c2cccc3c(N4CCOCC4)ccc(c23)C(=O)N1CCO,-0.79
CC(=O)C(Sc1ccc(Cl)cc1)C(C)=O,-0.13
COc1ccc(-c2nc(COc3ccccc3Cl)nc(SC)c2C#N)cc1,-1.56
CCOCCOC(=O)C1=C(C)NC2=C(C(=O)CC(c3cccs3)C2)C1c1ccccc1Cl (configuration not stated),2.94
CC(=O)Nc1ccc(N2C(=O)CC(N3CCN(C)CC3)C2=O)cc1 (configuration not stated),0.33
COc1ccc(Cc2nnc(SCc3ccccc3Cl)o2)cc1,0.68
CC(=O)Oc1ccc(C2C(C(=O)OC(C)C)=C(C)NC3=C2C(=O)CC(c2cccs2)C3)cc1 (configuration not stated),1.98
Cc1ccc(Sc2nc(C)nc(C)c2Oc2ccc(Cl)cc2Cl)cc1,-0.66

# Reprinted from the part before: 2 compounds, then new ones.
SMILES,Dicer inh
CC(=O)Oc1ccc(C2C(C(=O)OC(C)C)=C(C)NC3=C2C(=O)CC(c2cccs2)C3)cc1 (configuration not stated),1.98
Cc1ccc(Sc2nc(C)nc(C)c2Oc2ccc(Cl)cc2Cl)cc1,-0.66
CCC(C(=O)NNC(=O)c1ccc(N(C)C)cc1)c1ccccc1 (configuration not stated),0.09
S=C(Nc1ccccc1)N1N=C2c3ccccc3CCC2C1c1ccc(Cl)cc1 (configuration not stated),-2.17
COc1cc(C2C3=C(CC(C)(C)CC3=O)Nc3[nH]c(=O)[nH]c(=O)c32)ccc1OC(C)C (configuration not stated),-3.22
CCOC(=O)c1cnc(NNC(=O)C2CC2)nc1C(F)(F)F,-3.51
O=C(Cn1cc(C(=O)C2CCCCC2)c2ccccc21)NCc1ccc2c(c1)OCO2,-0.21
O=C(O)c1ccccc1Sc1ccccc1S(=O)(=O)NC1CCCCC1,-0.08
N#C/C(=C\c1ccc(OCc2nc(-c3ccsc3)no2)cc1)C(=O)c1cccs1,0.25
Cc1cc(NS(=O)(=O)c2ccc(N)cc2)no1,0.23
O=C(/C=C/Sc1nc2cc(Cl)c(F)cc2[nH]1)c1ccccc1,-0.52
C=CCOc1ccc(C2Nc3ccccc3-c3nnc(SC)nc3O2)cc1 (configuration not stated),26.1
CC(C)C(=O)NNc1cc(C(F)(F)F)ccn1,1.1
FC(F)(F)c1ccc2c(c1)Nc1ccccc1S2,8.37
CCOC(=O)c1cccc2c1N[C@@H](c1ccc(F)cc1)[C@H]1CC=C[C@@H]21,0.81
O=[N+]([O-])c1cc(C(F)(F)F)c(N2CCCCC2)cc1N1CCCCC1,21
C=CCSc1nnc(-c2ccc(C(C)(C)C)cc2)n1C,30.3
Cn1c(Sc2ncnc3c2nnn3Cc2ccccc2)nnc1-c1ccccc1,-0.84
Cc1nc(-c2nc(-c3c(C(=O)N/N=C/c4ccccc4)noc3C)cs2)cs1,-0.41
Cc1c(NC(=O)COC(=O)CN2C(=O)C(=O)c3ccccc32)c(=O)n(-c2ccccc2)n1C,3.78*
O=C(/C=C/Sc1nc2ccccc2s1)c1ccc(Cl)cc1,0.85
CCCc1nnc(NC(=O)C(CC)Sc2nnc3c(n2)[nH]c2ccccc23)s1 (configuration not stated),1.44
CCC(C)C(NC(=O)OC(C)(C)C)C(=O)NCc1ccccc1 (configuration not stated),-3.11
CCN1CN=C(SCc2c(C)c(C)c(C)c(C)c2C)NC1,-0.48
C=CCOC(=O)C1=C(C)NC2=C(C(=O)CC(C)(C)C2)C1c1cc(Br)c(O)c(OCC)c1 (configuration not stated),1.71
COc1ccc([N+](=O)[O-])c(OC)c1C(=O)NCC1CC1,4.9*
O=c1c2oc3nc(-c4ccccc4)cc(-c4ccco4)c3c2ncn1/N=C/c1ccc(F)cc1,2.5
CSc1nnc(-c2ccc(S(=O)(=O)N3CCOCC3)s2)n1C,2.78
Cc1ccc2ncc(NC(=O)c3ccc(F)cc3)c(=O)n2c1,-0.07
COc1ccc(Br)c(C(=O)/C(C#N)=C/c2cccs2)c1,0.78

# Quoted at random: five compounds from above
SMILES,Dicer inh
CC(Sc1nc2ccccc2n1Cc1ccccc1)C(=O)O (configuration not stated),0.76
N[C@@H](Cc1ccc([N+](=O)[O-])cc1)C(=O)O,-0.81
OC(CN1CCC(O)(c2ccc(Cl)cc2)CC1)C(F)(F)F (configuration not stated),-0.46
COC(=O)CSc1ccnc2cc(Cl)ccc12,-1.9
COC(=O)c1sc(SC)c2c1CC(C)(C)C/C2=N/O,-0.85

# Assay outcomes: PubChem BioAssay, Center for Chemical Genomics, University of Michigan
